From PubChem BioAssay
NPYLR7 ag – mosquito NPYLR7 agonism | 270,000 tested, 0.15% active | HEK293T NPYLR7/Galpha15, GCaMP6s calcium fluorescence | AID 1259423 | activation, % at 10 µM; in the data active means activation above about 40%;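 further: 0% = vehicle and 100% = reference agonist at the receptor; some compounds past the cut are filed as inactive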
hcGAS inh – blocks human cGAS activity; Q8N884; recombinant h-cGAS, ATP depletion, Kinase-Glo luminescence; inhibition, % at 12.5 µM; 290,000 tested, 0.081% active;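 further: 0% = vehicle reaction and 100% = reaction without DNA for no activity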
Target sequence (Q8N884 whole entry, looked up): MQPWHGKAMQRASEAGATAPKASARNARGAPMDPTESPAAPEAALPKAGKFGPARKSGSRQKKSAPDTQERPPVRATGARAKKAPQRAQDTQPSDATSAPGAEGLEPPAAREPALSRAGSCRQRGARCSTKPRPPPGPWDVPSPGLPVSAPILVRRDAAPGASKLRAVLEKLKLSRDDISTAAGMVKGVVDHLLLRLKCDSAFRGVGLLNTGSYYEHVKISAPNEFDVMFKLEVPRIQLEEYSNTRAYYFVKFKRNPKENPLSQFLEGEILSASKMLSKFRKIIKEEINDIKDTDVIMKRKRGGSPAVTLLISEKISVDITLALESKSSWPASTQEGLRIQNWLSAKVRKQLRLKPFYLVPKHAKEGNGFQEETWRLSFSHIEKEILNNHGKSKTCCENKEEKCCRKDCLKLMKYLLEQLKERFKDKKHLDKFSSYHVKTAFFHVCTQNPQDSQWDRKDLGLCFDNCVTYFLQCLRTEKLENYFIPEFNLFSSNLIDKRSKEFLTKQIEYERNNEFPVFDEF
mcGAS inh – inhibitors of mouse cGAS; Q8C6L5; recombinant cGAS, Kinase-Glo ATP depletion luminescence; inhibition, % at 12.5 µM; 160,000 tested, 0.15% active; AID 1259399;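 further: 0% = negative control wells and 100% = reference inhibitor with no enzyme activity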
* = called active by the depositor; . = not tested or not shown. Unless noted, no stated cut-off is given here; in the data, active means inhibition above about 40%; inactive means the rest.

SMILES,NPYLR7 ag,hcGAS inh,mcGAS inh
COc1ccc(C)c2sc(N(CCN(C)C)C(=O)c3ccc(Br)s3)nc12,-2,-5,-7
CCOC(=O)C1C(=O)CC(O)(c2ccccc2)CC1C=C(Cl)Cl (centres undefined),-22,-1,.
CN(C)c1ccc(NC(=O)c2cccs2)cc1CN(CC1CCCO1)C(=O)NC(C)(C)C (centres undefined),.,1,-6
O=C(NN=Cc1cccc([N+](=O)[O-])c1)c1cccc(I)c1,3,-1,-8
CN(C)CCOc1cccc2c1Sc1ccccc1CC2O (centres undefined),-7,-8,.
C[C@@]1(O)CCN(C(=O)CCCN2CCOCC2)C[C@@H]1Cc1ccccc1,-2,-6,.
OC1(c2ccccc2)Cc2cccc[n+]2C1c1ccccc1 (centres undefined),-2,-2,.
O=C1CC(c2n[nH]c(=O)n2-c2cccc3ccccc23)CN1Cc1ccccc1 (centres undefined),1,-4,.
Cc1nc(NCCNC(=O)c2ccc(Br)o2)cc(-n2cccn2)n1,-3,-4,-6
O=C(NCCn1ncc2c(=O)n(Cc3cccc(F)c3)cnc21)c1cccs1,-5,-8,-10

SMILES,NPYLR7 ag,hcGAS inh,mcGAS inh
CCC(=O)NCc1nc2c(cnn2-c2ccccc2)c(=O)[nH]1,7,-7,.
CN(Cc1ccccc1)[C@@H]1C[C@@H]2CO[C@H](c3ccccc3)C[C@@H]2C1,1,2,-7
O=[N+]([O-])c1ccccc1NNC(=S)NC1CC2CCC1C2 (centres undefined),4,-23,.
CCCCCCC1(C)NC(=O)N(CC(=O)c2c(C)[nH]c(C)c2C(=O)OCC)C1=O (centres undefined),-2,-2,.
Cc1ccc(OCC(=O)Nc2ccccc2Cl)cn1,15,-9,.
Cc1nn(-c2nc(C)c(C)c(=O)[nH]2)c(C)c1CCC(=O)Nc1nccs1,9,-8,.
CCCOC(=O)C1=C(C)NC2=C(C(=O)CC(c3ccc(Cl)cc3)C2)C1c1ccc(OCCC)cc1 (centres undefined),-6,-6,-5
O[C@@H]1CN(Cc2cccn2-c2ccccn2)CC[C@H]1c1ccc2c(c1)OCO2,0,2,.
O=C(CSc1nc(=O)n(CCCN2CCOCC2)c2c1CCC2)Nc1ccc(F)cc1F,-1,-8,-8
CCS(=O)(=O)Oc1ccc(C)cc1-c1nc2ncccc2o1,0,-6,-4

SMILES,NPYLR7 ag,hcGAS inh,mcGAS inh
COc1ccc(CN2C3CCC2CC(NC(=O)c2cc(Cl)ccc2F)C3)c(OC)c1 (centres undefined),2,1,-2
O=C(NCCSCc1ccccc1)NCc1ccccc1CS(=O)(=O)N1CCOCC1,11,-10,-5
CCCc1[nH]nc2c1C(c1cc(Cl)cc(Cl)c1O)CC(=O)N2 (centres undefined),6,-7,-8
S=c1[nH]c(-c2ccccc2)cn1N=Cc1ccncc1,0,0,.
CCCCC(O)CN(Cc1ccco1)Cc1c(C)nn(-c2ccccc2)c1Oc1cccc(F)c1 (centres undefined),24,-3,-3
COc1ccccc1Cn1c(C)c(C(=O)NCc2ccc(OC)c(OC)c2)sc1=O,7,-9,.
O=C(c1ccccc1)N(CCN1CCOCC1)c1nc2c(F)cc(F)cc2s1,11,-2,.
CCc1ccc(S(=O)(=O)c2c(C(=O)N3CCC(C)CC3)cnc3ccc(F)cc23)cc1,-2,2,2
O=C(CSc1nnc(C2CC2)o1)c1ccc[nH]1,-2,-6,.
O=C1CCCCCN1CC(=O)N1CCn2cncc2C1,7,-5,-11

SMILES,NPYLR7 ag,hcGAS inh,mcGAS inh
CCC(C(=O)N(CCOC)Cc1ccc(OS(=O)(=O)c2cccc(C(F)(F)F)c2)cc1)c1ccccc1 (centres undefined),14,-2,-5
CC(C)c1nc(CCN(C)C(=O)C2CCCN(Cc3ccco3)C2)no1 (centres undefined),.,-7,-13
COCCCN(CC(=O)N1CCc2sccc2C1COc1ccc(Cl)cc1)C(=O)c1cccs1 (centres undefined),11,-4,-6
CCc1n[nH]c(=S)n1/N=C\c1ccc(-c2cc([N+](=O)[O-])ccc2C)o1,0,-4,-5
COc1ccc2nc(N3CCN(C(=O)C4CCCN(S(C)(=O)=O)C4)CC3)sc2c1 (centres undefined),2,-2,.
C/C(=N/Nc1nc2c(s1)CCCC2)c1ccc(Cl)cc1,1,5,.
CCN(C(=O)Cn1ccn2nc(-c3ccc(OC)c(OC)c3)cc2c1=O)c1cccc(C)c1,3,-6,-10
CC1=NN(c2ccccc2)C(=O)/C1=C\c1ccc(N2CCOCC2)cc1,-5,0,0
CCn1c(-c2ccccc2C)nn(CN2CC(C)OC(C)C2)c1=S (centres undefined),7,-1,.
S=c1nc(COc2ccc(Br)cc2)[nH][nH]1,-1,-7,-17

SMILES,NPYLR7 ag,hcGAS inh,mcGAS inh
Clc1ccc(C(c2ccc(Cl)cc2)n2cc[n+](CC(OCc3ccc(Cl)cc3Cl)c3ccc(Cl)cc3Cl)c2)cc1 (centres undefined),8,0,-3
Cc1ccc2nc(C)c(NC(=O)c3ccccc3Cl)c(=O)n2c1,5,-16,.
Cc1cccn2cc(C(=O)N3CCCC4(CN(C)C(=O)O4)C3)nc12 (centres undefined),4,-9,.
COc1cccc(CCC(=O)N2CCCN(C)C3(CCN(C)CC3)C2)c1,3,-4,-14
c1ccc(-c2noc(CCNC3CCC4(CCNCC4)CC3)n2)nc1,5,-8,-17
CN(C)c1ccc(C=NNC(=O)c2ccc(NS(=O)(=O)c3cccc([N+](=O)[O-])c3)cc2)cc1,-2,-6,-8
Cc1cc(C)cc(N(C)S(=O)(=O)c2ccsc2-c2nc(-c3cccnc3)no2)c1,.,-2,-6
COc1ccc(S(=O)(=O)NCC2c3cc(OC)c(OC)cc3CCN2Cc2cccc(C)c2)cc1 (centres undefined),26,-6,-7
CN1CCNC(=O)C12CCN(C(=O)c1ccc(CN3CCCC3)o1)CC2,23,-6,-9
COc1cc(C(=O)Nc2ccc(C)c(-c3nc(C)co3)c2)ccc1OC(C)C,-3,9,.

SMILES,NPYLR7 ag,hcGAS inh,mcGAS inh
COc1ccc(C(C)C)cc1CN1CC[C@H](CO)[C@H](O)C1,10,-3,.
Nc1nc(N)nc(CSCCOc2ccc(F)cc2)n1,-1,-7,.
CCSCCC(=O)NCC(CO)c1ccccc1 (centres undefined),0,0,-7
N#CC(=Cc1cccc2ccccc12)c1nc(C2CC2)cs1,2,-9,-5
COc1ncnc(N)c1CNCC(C)c1ccc(F)c(F)c1 (centres undefined),7,-4,.
CC1CC(Sc2nnc(Cc3cccs3)n2C2CCCCC2)C(=O)O1 (centres undefined),5,-3,.
Cc1n[nH]c(C)c1S(=O)(=O)Nc1cc(-c2ccccc2)nn1C1CCS(=O)(=O)C1 (centres undefined),-1,-10,-8
CC1(C)CC(=O)C(C2C3=C(CC(C)(C)CC3=O)Oc3ccc(Br)cc32)C(=O)C1 (centres undefined),1,-1,.
COc1ccccc1CC1(C)C(=O)Nc2ccc(-c3cccc(C(C)=O)c3)cc21 (centres undefined),3,-1,-3
Cc1ccc(Cn2cnc3c(cnn3CCNC(=O)c3ccc(Br)o3)c2=O)cc1,-4,-5,-10

SMILES,NPYLR7 ag,hcGAS inh,mcGAS inh
CC(C)C(=O)N(Cc1nccn1Cc1ccccc1Cl)C1CC1,3,3,0
Cc1cc(C(=O)N2CCC2(C)C(=O)O)nn1C(C)(C)C (centres undefined),1,-17,.
CC1=C/C(=C\c2ccc3c(c2)OCO3)C(=O)S1,0,3,8
COc1ccccc1Oc1cc(N2CCN(C(=O)CC(C)C)C(C)C2)ncn1 (centres undefined),10,-6,-4
O=C1CSC(c2ccccc2F)N1c1cc(Cl)ccc1O (centres undefined),-12,-5,-4
Cc1oc(-n2c(C)ccc2C)c(C#N)c1C(C)O (centres undefined),-1,-9,-15
CC(O)CN1CCN(Cc2nnc(C3CC3)n2C)CC1 (centres undefined),-7,-5,.
CCC(NC(=O)NCc1ccn(C(C)C)n1)c1ccncc1 (centres undefined),0,1,.
Cc1c(C#N)c(SCC(=O)N2CCCC2c2cccs2)nc2c1CCC2 (centres undefined),1,-5,-16
O=C(CSc1nc(=O)n2ccccc2n1)N1CCC(Cc2ccccc2)CC1,2,-8,-9

Part of the list above, showing only hcGAS inh and NPYLR7 ag.
SMILES	hcGAS inh	NPYLR7 ag
CC1=C/C(=C\c2ccc3c(c2)OCO3)C(=O)S1	3	0
COc1ccccc1Oc1cc(N2CCN(C(=O)CC(C)C)C(C)C2)ncn1 (centres undefined)	-6	10
O=C1CSC(c2ccccc2F)N1c1cc(Cl)ccc1O (centres undefined)	-5	-12
Cc1oc(-n2c(C)ccc2C)c(C#N)c1C(C)O (centres undefined)	-9	-1
CC(O)CN1CCN(Cc2nnc(C3CC3)n2C)CC1 (centres undefined)	-5	-7
CCC(NC(=O)NCc1ccn(C(C)C)n1)c1ccncc1 (centres undefined)	1	0
Cc1c(C#N)c(SCC(=O)N2CCCC2c2cccs2)nc2c1CCC2 (centres undefined)	-5	1

The listing continues:
SMILES,NPYLR7 ag,hcGAS inh,mcGAS inh
CCc1c(C(=O)Nc2ccc(F)cc2)c(CC(C)C)nn1-c1ccc(F)cc1,5,-1,-3
CC(C)C(Nc1c([N+](=O)[O-])cc(C(F)(F)F)cc1[N+](=O)[O-])C(=O)O (centres undefined),-11,0,1
COCCN(CC(=O)N(CCc1ccc(OC)c(OC)c1)Cc1sccc1C)C(=O)Cc1ccccc1,-2,-3,-4
C=CCN(Cc1nccn1Cc1cccc(C)c1)C(=O)c1ccccc1F,4,4,-3
Cn1nc2c(c1NC(=O)c1ccc3ncsc3c1)CCC2,15,-7,.
COc1ccc2[nH]c3c(c2c1)CN(CC1(O)CCCN(CC2CCC2)C1=O)CC3 (centres undefined),5,1,-2
CC(C)c1nc(C(N)=O)c2[nH]c(=O)n(-c3ccccc3)c2n1,14,-3,-7
Cn1ncnc1CNC(C)(C)c1ccccc1,2,-8,.
CN1CCN(c2ccc(NC(=O)COc3cc(Cl)ccc3Cl)cn2)CC1,12,-6,-6
COCCN=C(NC(=O)c1cccs1)OC,-5,-7,-6

SMILES,NPYLR7 ag,hcGAS inh,mcGAS inh
CCOC(=O)c1[nH]c(CSC(=NC)NC)c(C(=O)OCC)c1C,2,-7,.
Cc1nc(-c2cc(C(=O)O)n(C)c2)cs1,-2,1,-5
C=CCn1c(-c2cccc(C)c2)n[nH]c1=S,4,-1,.
O=C(Cn1cnnn1)NCc1ccc(Cl)cc1Cl,0,-6,-5
Cc1ccc(-n2nc(C(C)(C)C)cc2NC(=O)CN(Cc2ccccc2)C(=O)Nc2cccc(Br)c2)cc1,1,-3,-6
COc1ccc(-c2cc3ccc4c(c3oc2=O)CN(Cc2cccnc2)CO4)cc1OC,31,-3,-6
C=C(C)CN1C(=O)NC(C)(c2ccc(Cl)cc2)C1=O (centres undefined),-1,-4,-7
Cc1ccc(CN2CCN(c3nc4c(c(=O)[nH]c(=O)n4C)n3CC(C)C)CC2)cc1,-8,4,.
CCCCC12CN3CC(C)(CN(C1)C3c1cccs1)C2=O (centres undefined),2,-8,.
Cc1ccc(-c2csc(-n3[nH]c(C)c(N=Nc4ccc(C(N)=O)cc4)c3=O)n2)cc1,-8,0,-7

SMILES,NPYLR7 ag,hcGAS inh,mcGAS inh
O=C1NCC2(CCCN(C(=O)COCc3nc4ccc(F)cc4[nH]3)C2)O1 (centres undefined),6,-6,.
CC(C)Cc1nc(CN(C)C2CCC3(CCNCC3)CC2)no1,6,-5,.
CC(C)(C)n1cc(C(=O)Nc2cccc(C3SCCCS3)c2)cn1,3,-7,.
COc1ccccc1-n1c(-c2ccc(Cl)cc2)cc(C(=O)NCc2ccccn2)c1C,0,-1,-3
O=C(NCc1cccnc1)c1ccc(-c2cc(-c3cccc4ccccc34)[nH]n2)cc1,-1,-8,-9
COc1ccc(-c2cc(C(=O)NCc3cccc(C(F)(F)F)c3)c(C)n2-c2cccc(OC)c2)cc1,.,-9,-7
CC1c2cccn2CCN1CCC(=O)Nc1ccc2c(c1)OCCO2 (centres undefined),6,-10,-9
Cc1cc(C)cc(C(O)c2ncc(-c3ccc(F)cc3)[nH]2)c1 (centres undefined),-4,-14,.
O=C(Cc1csc(-c2ccco2)n1)NC12CC3CC(CC(C3)C1)C2,1,-3,.
COCc1cc(C)nc(N/N=C\c2ccc(C)o2)c1C#N,-3,0,-4

Overlap with the part before: three entries, followed by the next part.
SMILES,NPYLR7 ag,hcGAS inh,mcGAS inh
Cc1cc(C)cc(C(O)c2ncc(-c3ccc(F)cc3)[nH]2)c1 (centres undefined),-4,-14,.
O=C(Cc1csc(-c2ccco2)n1)NC12CC3CC(CC(C3)C1)C2,1,-3,.
COCc1cc(C)nc(N/N=C\c2ccc(C)o2)c1C#N,-3,0,-4
COc1ccc(CCNC(=O)CCn2c(C)cc3ccccc32)cc1O,0,-4,.
CSc1ccc(/C=C2/NC(=S)NC2=O)cc1,-1,-1,-1
O=C(CSc1nnc(SCc2ccccc2)s1)NN=Cc1cc(Br)ccc1O,-3,-5,-5
Cc1ccc(C)c(OCc2nnc(NC(=O)c3ccco3)s2)c1,-4,-3,-6
CNC(=O)C1CCN(S(=O)(=O)N2CCOCC2)CC1,12,-2,.
